Screening results: PubChem BioAssay, several laboratories
PMK inhibit = S. pneumoniae PMK inhibition; purified PMK, PK/LDH-coupled NADH absorbance 340 nm; inhibition, % at 10 µM; hit rate 0.49% among 65,000; AID 539;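 active means top-ranked compounds by inhibition in the single 10 µM screen, taking a fixed number of the strongest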;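 further: 0% = full reaction with DMSO carrier and 100% = background rate without enzyme reaction; no value below 0 was filed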
HPDE-C7K KRASV12 = viability loss of HPDE-C7K cells – cell-based, fluorescence, HTS, primary screen (AID 431) | hit rate 1.7% among 63,000 | HPDE-C7K KRASV12 cells, Alamar Blue viability, 48 h; higher % means a stronger effect | one-dose cytotoxicity, % at 10 µM; EC50 in µM for titrated hits;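 active means compounds whose percent cytotoxicity in the single-dose primary screen, scaled between solvent and toxic-drug controls, exceeds 50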;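 further: 0% = DMSO solvent wells and 100% = doxorubicin-treated wells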
LYP phosphatase = inhibition of human PTPN22 tyrosine phosphatase – biochemical, DiFMUP fluorescence, recombinant catalytic domain, 10 µM, primary screen (AID 606); recombinant LYP catalytic domain, DiFMUP fluorescence; higher % means a stronger effect; one-dose inhibition, % at 10 µM; IC50 in µM for titrated hits; 52,000 tested, under 10 active;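 active means IC50 under 40 µM in the dose-response test; inactive means IC50 of 40 µM or more, or never dose-tested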
DPM-DC inhibit = S. pneumoniae DPM-DC inhibition | purified DPM-DC, PK/LDH coupled NADH fluorescence | calls only at 10 µM | hit rate 0.49% among 65,000 | AID 556;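 active means the 320 compounds with the highest percent inhibition in the single-dose primary screen, excluding strongly autofluorescent ones, cut at about 32% in these data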;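 further: kinetic rate of NADH fluorescence loss reporting ADP formed by the decarboxylase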
HT1080 viability = HT1080 cell viability loss – fluorescence readout (AID 620) | hit rate 0.42% among 87,000 | HT1080 viability, fluorescence; higher % means a stronger effect | cytotoxicity, % at 10 µM; hits with a dose series show EC50 in µM;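 further: cells exposed to compound overnight then 4 h with Alamar Blue; 0% = vehicle DMSO and 100% = killing control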
TNAP inhibition = human TNAP enzyme inhibitors, biochemical, luminescent (AID 518) | hit rate 0.09% among 64,000 | purified TNAP enzyme, luminescent substrate readout; higher % means a stronger effect | inhibition, % at 20 µM, or IC50 in µM where a hit was titrated; in the data active means a potency from the dose series; inactive means the rest, 99 in 100 with inhibition below about 22%;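 further: plate controls were vehicle for no effect and reference inhibitor for full effect; many of its hits are not listed in these tables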
Bfl-1 inhibitors = Bfl-1 inhibitors, primary screen, biochemical, fluorescence polarization, FITC-Bid, mouse (AID 432); hit rate 0.02% among 64,000; FITC-Bid BH3 peptide fluorescence polarization displacement; higher % means a stronger effect; one-dose displacement, % at 20 µM; IC50 in µM for titrated hits; in the data active means a potency from the dose series; inactive means the rest, 99 in 100 with displacement below about 15%; further: strong numbers were not always called active
HPDE-C7 cytotoxicity = cytotoxicity in HPDE-C7 cells, cell-based, fluorescence, HTS (AID 430). HPDE-C7 pancreatic duct cells viability, fluorescence; higher % means a stronger effect. hit rate 1.8% among 63,000. one-dose cytotoxicity, % at 10 µM; EC50 in µM for titrated hits;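 further: cells exposed to compound for 48 hours before viability readout; 0% = vehicle and 100% = reference cytotoxic drug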
MK inhibit = blocks S. pneumoniae mevalonate kinase; hit rate 0.48% among 65,000; inhibition, % at 10 µM; purified MK, PK/LDH-coupled NADH absorbance 340 nm;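 active means ranked among the strongest by inhibition in the single 10 µM screen, a fixed top-ranked set picked for dose follow-up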; further: no value below 0 was filed
PMK inhibit pilot replicates = second read-out of PMK inhibit, no call of its own (marks repeat the call); inhibition, %; measured here: pilot screen replicates
MK inhibit pilot replicates = second read-out of MK inhibit, no call of its own (marks repeat the call); inhibition, %; measured here: pilot screen replicates
DPM-DC inhibit pilot screen % = second read-out of DPM-DC inhibit, no call of its own (marks repeat the call); inhibition, %; measured here: pilot screen trials
Starred values were filed as active, the others as inactive; i = inactive; . = no result given; & = joins results of further samples. Unless noted, no stated cut-off is given here; in the data, active means cytotoxicity above about 50%; inactive means the rest.

SMILES | PMK inhibit | HPDE-C7K KRASV12 | LYP phosphatase | DPM-DC inhibit | HT1080 viability | TNAP inhibition | Bfl-1 inhibitors | HPDE-C7 cytotoxicity | MK inhibit | others
COc1cccc(C2CC(c3ccc(F)cc3)Nc3nc(N)nn32)c1 (configuration not stated) | 2 | -3% | -3% | i | 0% | 20% | -12% | -3% | 6 | PMK inhibit pilot replicates=1.0;MK inhibit pilot replicates=1.0;DPM-DC inhibit pilot screen %=3.0
Cc1ccc(-n2c(Cc3cccn3C)nnc2SCC(=O)NCc2ccc3c(c2)OCO3)cc1 | 7 | -17% | 20% | i | -22% | 8% | 4% | -26% | 3 | PMK inhibit pilot replicates=3.5;MK inhibit pilot replicates=0.0;DPM-DC inhibit pilot screen %=2.5
COc1ccc2c(c1)c1nnc(SCC(=O)N3C(C)CCCC3C)nc1n2C (configuration not stated) | 8 | 7% | . | i | 3% | 11% | 4% | 3% | 6
CCOC(=O)C1CCCN(Cc2nc(N)nc(Nc3ccc(C)cc3)n2)C1 (configuration not stated) | 0 | 5% | . | i | 1% | 9% | -3% | -4% | 12 | PMK inhibit pilot replicates=2.0;MK inhibit pilot replicates=0.0;DPM-DC inhibit pilot screen %=0.0
COC(=O)C(CCSC)NC(=O)CNC(=O)C1CCCCC1 (configuration not stated) | 3 | -22% | -2% | i | 0% | 10% | -14% | -11% | 14
O=C(NC1(C(F)(F)F)C(=O)Nc2c1c(=O)[nH]c(=O)n2Cc1ccco1)C1CC1 (configuration not stated) | 4 | -2% | . | i | -4% | 2% | -3% | -7% | 0
COC(=O)COc1ccc(S(=O)(=O)NCc2cccnc2)cc1C | 2 | . | -3% | i | -10% | 10% | 2% | . | 14
O=C(NC1CCCc2ccccc21)C1CCC(CNc2c(N3CCOCC3)c(=O)c2=O)CC1 (configuration not stated) | 9 | -5% | 6% | i | 0% | 4% | -4% | -6% | 9
COc1ccc([C@@H]2[C@H]3CN(C(C)=O)CC=C3C(C#N)=C(N)C2(C#N)C#N)c2ccccc12 | 0 | 6% | 9% | i | -1% | 2% | 0% | -9% | 3
Cc1csc(NC(=O)CSc2nnc(Cc3cccn3C)n2CCc2ccccc2)n1 | 8 | -5% | 6% | i | 0% | 10% | 2% | 2% | 10
O=C(c1cc2ccccc2oc1=O)N1CCN(c2ccc(N3CCOCC3)nn2)CC1 | 0 | 15% | 4% | i | 8% | 15% | -5% | 6% | 1 | PMK inhibit pilot replicates=0.0;MK inhibit pilot replicates=2.0;DPM-DC inhibit pilot screen %=0.0
O=C1N=C(N2CCCCC2)SC1=C1CCCC1 | 1 | 1% | . | i | -2% | 12% | 1% | -7% | 8
CC(C)c1ccc(S(=O)(=O)c2n[nH]n3c2nc(=O)c2ccccc23)cc1 | 2 | . | 1% | i | -1% | . | . | . | 0
O=C(OCC(=O)N1CCN(C(=O)c2ccco2)CC1)c1sc2cc(F)ccc2c1Cl | 7 | -13% | -1% | i | -5% | 2% | -6% | 5% | 8
CCCCCCc1ccc(OCC(=O)O)cc1OCC(=O)O | 0 | 0% | -3% | i | 2% | 4% | 0% | -8% | 3
COc1ccc(CCNC(=O)c2nn(C)cc2Cl)cc1 | 4 | 8% | -6% | i | 3% | 9% | -3% | -3% | 8
O=C(c1ccco1)N1CCN(C(=O)C(Sc2ccccc2)c2ccccc2)CC1 (configuration not stated) | 6 | 3% | 7% | i | -6% | 3% | -6% | 4% | 11
Cc1cnc(C(=O)Nc2ccc(N3CCOCC3)cc2)cn1 | 12 | 5% | 5% | i | 1% | 12% | 8% | 1% | 16 | PMK inhibit pilot replicates=2.0;MK inhibit pilot replicates=0.0;DPM-DC inhibit pilot screen %=0.0
CC(C(=O)Nc1nc2ccccc2[nH]1)N1C(=O)C2CC=CCC2C1=O (configuration not stated) | 12 | -3% | 1% | i | -2% | 6% | -10% | 6% | 0
CCOC(=O)c1[nH]c(C)c(C(=O)N2CCN(c3cccc(Cl)c3)CC2)c1C | 8 | 21% | 14% | i | 3% | 2% | -8% | 14% | 0
COc1ccc(C)cc1N(C(=O)CNC(=O)c1ccco1)C(C(=O)NC1CCCC1)c1cccnc1 (configuration not stated) | 3 | -11% | 6% | i | 0% | 8% | 4% | -16% | 6
COc1ccc(NC(=O)Nc2ccc(C(=O)N3CCOCC3)cc2)cc1 | 3 | -9% | 12% | i | 11% | -10% | 3% | -1% | 1
COC(=O)c1ccc(OCC2c3cc(OC)c(OC)cc3CCN2C(=O)c2ccco2)cc1 (configuration not stated) | 20 | 13% | . | i | -5% | 8% | -3% | 23% | 0
COc1cc(C(=O)NCc2nnc(SCC(=O)NCc3ccccc3)o2)cc(OC)c1OC | 18 | -11% | 6% | i | . | 4% | 8% | -8% | 0
CC(OCc1ccccc1)C(NC(=O)OC(C)(C)C)C(=O)NCC1CCCO1 (configuration not stated) | 10 | -1% | 13% | i | 18% | 11% | 2% | -7% | 8

The results go on.
SMILES | PMK inhibit | HPDE-C7K KRASV12 | LYP phosphatase | DPM-DC inhibit | HT1080 viability | TNAP inhibition | Bfl-1 inhibitors | HPDE-C7 cytotoxicity | MK inhibit | others
CCCN(CCC)CCCNC(=O)c1ccc2c(c1)N(CC)C(=O)c1ccccc1S2=O (configuration not stated) | 3 | -7% | -2% | i | 4% | 4% | 1% | 0% | 6
CCn1c(Cn2nnc(-c3ccccc3)n2)nnc1SCC(=O)Nc1cccc(C)c1C | 11 | 4% | 5% | i | 1% | 7% | -10% | 0% | 2
COc1cccc(-n2c(SCC(=O)NCCC3=CCCCC3)nc3n[nH]c(C)c3c2=N)c1 | 13 | . | . | i | -2% | . | . | . | 0
CCOC1CCCCC1NS(=O)(=O)c1ccc(Cl)cc1 (configuration not stated) | 0 | -8% | 0% | i | -3% | -1% | -9% | -17% | 6
CCCCN(Cc1cc2cc(OC)ccc2[nH]c1=O)C(=O)c1ccco1 | . | -2% | . | . | 1% | 9% | 4% | -7% | .
O=C(CSc1nc2ccccc2c(=O)n1NC(=O)Cc1ccccc1)NCc1ccco1 | 12 | 4% | -8% | i | -1% | 0% | -6% | -13% | 0
CCOC(=O)CNc1c(-c2ccc(Cl)cc2)nc2cnccn12 | 20 | 12% | -9% | . | 8% | 5% | 3% | -12% | 0
O=C(CCCN1C(=O)c2ccccc2C1=O)Nc1ccccc1C(=O)N1CCOCC1 | 10 | -7% | . | i | -3% | 0% | 0% | -6% | 9
Cc1cc(Nc2cccc(F)c2)n2nc(C)nc2n1 | 14 | -4% | 10% | i | 0% | -3% | -7% | 0% | 9
CCn1c2ccccc2c2nnc(SCC(=O)Nc3cc(C)on3)nc21 | 19 | 50% | -11% | i | 0% | 5% | -6% | 43% | 5
CCc1c(C)[nH]c2ccc(C)cc2c1=O | 13 | -39% | 3% | i | -4% | 8% | -6% | -25% | 22
CC1SC(=NC(=O)c2ccco2)NC1=O (configuration not stated) | 26* | -7% | 9% | i | . | 2% | 0% | -10% | 4
O=C(c1ccccc1)c1ccc(Oc2ncccn2)cc1 | 12 | 0% | . | i | 2% | -6% | -2% | -4% | 0
CCOC(=O)C(Cc1c(F)cccc1F)(NC(C)=O)C(=O)OCC | 12 | 2% | 6% | i | 2% | -6% | -2% | -1% | 7
Cc1ccc(NC(=O)CSc2nnc(CNC(=O)c3c(F)cccc3Cl)o2)cc1 | 0 | -9% | 15% | i | -6% | -2% | -7% | -10% | 9 | PMK inhibit pilot replicates=0.0;MK inhibit pilot replicates=1.0;DPM-DC inhibit pilot screen %=0.5
Cc1ccccc1CCNC(=O)C1CCN(S(=O)(=O)c2ccc(-n3cnnn3)cc2)CC1 | 2 | -24% | . | i | -16% | 6% | 2% | -20% | 6
CSc1nsc(SCC(=O)Nc2c(C)n(C)n(-c3ccccc3)c2=O)n1 | 9 | -30% | 11% | i | -1% | 4% | 2% | -36% | 9
O=C(O)c1cc(NCc2ccc3c(c2)OCO3)ccc1N1CCOCC1 | 1 | 3% | 8% | i | 19% | 13% | 0% | 1% | 10
COc1ccc(Oc2cn[nH]c2-c2ccc(O)cc2O)cc1 | 18 | 25% | 2% | i | 19% | 4% | -5% | 9% | 6
O=C(CC(=O)N1CCN(c2ccccn2)CC1)Nc1ccc2nc3n(c(=O)c2c1)CCCCC3 | 9 | 2% | 4% | i | -5% | 14% | -1% | -2% | 3
COC(=O)CNC(=O)C1CCN(c2nc(C)cc(C)n2)CC1 | 19 | -18% | -10% | i | 6% | -8% | 2% | -14% | 0
CCOc1ccc(NC2=NCCC(=O)N2Cc2cccs2)cc1 | 16 | 10% | 8% | i | 6% | 7% | 2% | -2% | 0
CC1=C(C(N)=O)C(c2cccs2)n2nc(-c3cccc(Cl)c3)nc2N1 (configuration not stated) | 7 | -7% | . | i | 2% | 6% | 2% | -17% | 5
Cc1cccc(CS(=O)(=O)Cc2ccc(C(=O)NCCCN3CCOCC3)o2)c1 | 15 | -8% | -3% | i | 2% | 1% | -18% | -9% | 1
CCOCc1cc(C)[nH]c(=O)c1C#N | 4 | -2% | 6% | . | 4% | 10% | -5% | -2% | 4

The final 2 entries of the part above come first, to join the parts.
SMILES | PMK inhibit | HPDE-C7K KRASV12 | LYP phosphatase | DPM-DC inhibit | HT1080 viability | TNAP inhibition | Bfl-1 inhibitors | HPDE-C7 cytotoxicity | MK inhibit | others
Cc1cccc(CS(=O)(=O)Cc2ccc(C(=O)NCCCN3CCOCC3)o2)c1 | 15 | -8% | -3% | i | 2% | 1% | -18% | -9% | 1
CCOCc1cc(C)[nH]c(=O)c1C#N | 4 | -2% | 6% | . | 4% | 10% | -5% | -2% | 4
CCn1c(Cn2nnc(-c3ccccc3)n2)nnc1SCC(=O)Nc1ccc(N(C)C)cc1 | 6 | -14% | 2% | i | 5% | 4% | 1% | -20% | 0
Cn1c(=O)[nH]c(=O)c2c1nc(CN(Cc1ccccc1)Cc1ccccc1)n2CCN1CCOCC1 | 0 | 3% | 1% | i | 5% | 6% | -2% | -1% | 0
O=c1c(CN2CCN(Cc3ccccc3)CC2)coc2ccc(Cl)cc12 | 4 | 5% | -4% | i | 8% | 11% | -12% | 4% | 5 | PMK inhibit pilot replicates=5.5;MK inhibit pilot replicates=0.0;DPM-DC inhibit pilot screen %=1.0
CN1CCc2c(sc3c2C(=O)NC(c2ccco2)N3)C1 (configuration not stated) | 7&9 | 6% | 4% | i | 10% | 11% | 4% | -1% | 6&0
CCc1ccccc1N1C[C@@]23C=C[C@@H](O2)C(C(=O)OCC(C)C)[C@H]3C1=O (some centres not stated) | 15 | 4% | 15% | i | -3% | 7% | 2% | 4% | 8
O=C(CCn1c(=S)[nH]c2cc3c(cc2c1=O)OCO3)N1CCN(C2CCCCC2)CC1 | 14 | -17% | -31% | i | -2% | 0% | -10% | -47% | 0 | PMK inhibit pilot replicates=1.5;MK inhibit pilot replicates=0.0;DPM-DC inhibit pilot screen %=0.0
COC(=O)c1[nH]c(C)c(/C(O)=C2\C(=O)C(=O)N(CCN(C)C)C2c2cccc(OC)c2OC)c1C (configuration not stated) | 11 | 4% | -17% | i | 10% | 4% | -4% | 4% | 6
